PLCg1 inh: PLC-gamma1 enzyme inhibitors, primary screen, biochemical, fluorescence, purified enzyme. fluorogenic substrate. 1-phosphatidylinositol 4,5-bisphosphate phosphodiesterase gamma-1 (Homo sapiens), P19174. inhibition, % at 12.2 µM. 370,000 tested, 0.84% active; in the data active means inhibition above about 9.5%
ARFGAP1 inhibitor: inhibitors of rat ARFGAP1 GAP activity, primary screen, biochemical, fluorescence polarization, GDP tracer; ADP-ribosylation factor GTPase-activating protein 1 (Rattus norvegicus), Q62848; Arfgap1-stimulated ARF1 GTP hydrolysis, GDP FP detection; inhibition, % at 16.5 µM; 360,000 tested, 0.26% active; AID 651572, 2012;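 active means inhibition above a per-plate limit, mean inhibition of low control wells plus 3 SD, cut at about 25% in these data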;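 further: 0% = DMSO wells with enzyme and 100% = wells lacking Arfgap1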
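System: truncated rat Arfgap1 GAP domain / Medium: HEPES-based buffer, pH 7.5 / Also added: N-terminally truncated human ARF1-GTP substrate / Incubation: enzyme reaction 120 min at 25 °C after 20 min preincubation / Measured by: FP of antibody-bound GDP Alexa 633 tracer, ex 620/em 688 nm / Replicates: singlicate, each compound tested once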
UHRF1 MBD2 ctr: UHRF1 methylated DNA binding inhibitors, primary screen, counter-screen for MBD2 inhibitor project, biochemical, TR-FRET, human UHRF1, single concentration; E3 ubiquitin-protein ligase UHRF1 (Homo sapiens), Q96T88; UHRF1 binding to methylated oligo; inhibition, % at 4.4 µM; 370,000 tested, 0.75% active; AID 687016, 2013; in the data active means inhibition above about 21%;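 further: UHRF1 SRA domain binding a hemimethylated CpG hairpin DNA probe; 0% = median of test compound wells and 100% = reference inhibitor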
KLK7 zymogen act: proKLK7 zymogen activators, primary screen, biochemical, fluorescence intensity. Kallikrein-7 (Homo sapiens), P49862. purified proKLK7, EDANS-DABCYL substrate fluorescence; 100% is mature enzyme control, 0% vehicle. activation, % at 7 µM. 370,000 tested, 0.9% active;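 active means activation above the mean of all tested compounds plus 3 SD, computed per campaign excluding outliers beyond control limits, cut at about 13% in these data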
Tn6 DDE FP: inhibitors of Tn6 peptide binding to fibrin DD(E), primary screen, biochemical, fluorescence polarization, human fibrin, Tn6 probe; Fibrin DD(E) TRITC-Tn6 fluorescence polarization displacement; inhibition, % at 8.3 µM; 370,000 tested, 0.21% active;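 active means inhibition above a per-campaign cutoff: mean of compounds within control limits plus 3 SD, cut at about 15% in these data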;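 further: 0% = median of all compound wells on the plate and 100% = blocking peptide control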
Target sequence (P02675 whole entry, looked up): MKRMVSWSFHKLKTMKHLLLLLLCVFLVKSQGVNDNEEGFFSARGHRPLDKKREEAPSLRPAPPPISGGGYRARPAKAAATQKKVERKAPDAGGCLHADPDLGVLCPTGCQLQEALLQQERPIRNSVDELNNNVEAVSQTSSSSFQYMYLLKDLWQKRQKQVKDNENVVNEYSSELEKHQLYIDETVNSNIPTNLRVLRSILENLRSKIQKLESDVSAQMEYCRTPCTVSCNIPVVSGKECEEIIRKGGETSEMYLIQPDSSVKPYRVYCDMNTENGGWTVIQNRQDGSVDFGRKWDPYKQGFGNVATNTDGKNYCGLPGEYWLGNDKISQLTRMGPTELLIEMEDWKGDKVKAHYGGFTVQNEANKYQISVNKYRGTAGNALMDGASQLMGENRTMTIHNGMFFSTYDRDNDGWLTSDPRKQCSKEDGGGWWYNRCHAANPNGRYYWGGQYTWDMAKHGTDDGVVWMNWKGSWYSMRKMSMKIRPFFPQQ
Rev-erbA mod: modulators of Rev-erb alpha DNA binding, primary screen, biochemical, FITC-DNA, fluorescence polarization, uHTS. Rev-erbα–FITC-DNA binding, 90 min. activity, % at 10 µM. 370,000 tested, 0.79% active. AID 1259318, 2017;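 active means activity above about 14%, limit read from the data; passing the limit was not always enough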;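 further: 0% = DMSO wells with 35 nM protein and 100% = DMSO wells with 750 nM protein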
Target sequence (P20393 whole entry, looked up): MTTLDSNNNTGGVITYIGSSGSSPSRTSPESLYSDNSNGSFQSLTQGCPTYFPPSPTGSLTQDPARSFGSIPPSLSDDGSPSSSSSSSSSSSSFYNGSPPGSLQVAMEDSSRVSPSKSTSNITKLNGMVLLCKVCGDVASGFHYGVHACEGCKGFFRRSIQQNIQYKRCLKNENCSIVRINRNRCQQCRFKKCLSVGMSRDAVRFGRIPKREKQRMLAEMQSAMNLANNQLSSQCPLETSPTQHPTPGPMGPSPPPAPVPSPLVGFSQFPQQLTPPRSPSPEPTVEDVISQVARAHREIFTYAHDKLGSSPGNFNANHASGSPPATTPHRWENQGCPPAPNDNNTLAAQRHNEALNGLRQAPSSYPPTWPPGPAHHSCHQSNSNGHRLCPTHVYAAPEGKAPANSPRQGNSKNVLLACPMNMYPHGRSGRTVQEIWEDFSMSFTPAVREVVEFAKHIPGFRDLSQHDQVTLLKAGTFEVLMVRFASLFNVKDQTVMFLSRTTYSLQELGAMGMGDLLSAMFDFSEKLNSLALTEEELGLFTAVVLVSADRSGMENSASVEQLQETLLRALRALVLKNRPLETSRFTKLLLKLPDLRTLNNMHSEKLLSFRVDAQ
PLCb3 inh: human PLC-beta3 inhibitors, primary screen, biochemical, fluorescence | Purified PLC-beta3, fluorogenic substrate | 1-phosphatidylinositol 4,5-bisphosphate phosphodiesterase beta-3 (Homo sapiens), Q01970 | inhibition, % at 12.2 µM | 370,000 tested, 0.18% active | AID 720704, 2013; in the data active means inhibition above about 11%;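 further: 0% = median of compound wells on plate and 100% = full blocker control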
ASAP1 GAP inh: inhibitors of human ASAP1 ArfGAP activity, primary screen, biochemical, fluorescence polarization | ASAP1-stimulated ARF1 GTP hydrolysis, GDP FP detection | inhibition, % at 16.5 µM | 360,000 tested, 0.19% active | AID 624377, 2012; in the data active means inhibition above about 25%;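 further: 0% = vehicle with enzyme and substrate and 100% = no enzyme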
DDE Tn7 FP inh: inhibitors of Tn7 peptide binding to fibrin DD(E), primary screen, biochemical, fluorescence polarization, human fibrin, Tn7 probe; Fibrinogen beta chain (Homo sapiens), P02675; FP displacement of FITC-Tn7 peptide from fibrin DD(E); 0% = median of compound wells per plate; inhibition, % at 8.3 µM; 370,000 tested, 0.13% active;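 active means inhibition above the mean of compounds falling within the control limits plus 3 SD of them, cut at about 14% in these data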;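 further: 0% = plate median of compound wells and 100% = 10 µM Aha-Tn7 peptide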
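Also added: labelled Tn7 tracer, 0.1 µM; Assay system: human fibrin DD(E) protein; Amount: 2 µM fibrin DD(E); Schedule: 10 min compound pre-incubation, 3 h probe incubation at room temperature; Repeats: one replicate per compound; Read-out basis: percent inhibition; Measured by: fluorescence polarization of the labelled Tn7 tracer.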
HGIII-sPLA2 inh: human group III sPLA2 inhibitors, primary screen, biochemical, QFRET, BODIPY PC-A2 liposome substrate; QFRET BODIPY PC-A2 liposome hydrolysis, fluorescence; inhibition, % at 12.2 µM; 370,000 tested, 0.56% active; AID 743126, 2013;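 active means inhibition above mean plus 3 SD of compounds lying within the high and low control bounds, cut at about 19% in these data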;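 further: 0% = median of test compound wells and 100% = no enzyme DMSO wells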
* hit, by the source's call; / = not tested or not shown.

SMILES	PLCg1 inh	ARFGAP1 inhibitor	UHRF1 MBD2 ctr	KLK7 zymogen act	Tn6 DDE FP	Rev-erbA mod	PLCb3 inh	ASAP1 GAP inh	DDE Tn7 FP inh	HGIII-sPLA2 inh
COc1ccc(OC)c(Nc2nc(N)c([N+](=O)[O-])c(N3CCOCC3)n2)c1	3.1	2.2	10.4	-0.1	-4.5	-2.4	-5.3	1.5	1.9	0.8
CCOc1ccc(C(Nc2cccnc2)c2cc(Cl)c3cccnc3c2O)cc1 (stereo not drawn)	-20.8	19.3	-7.0	-0.3	7.4	-15.0	-15.5	-3.2	1.2	23.6*
COCCn1c(SCC(=O)c2ccc3c(c2)OCCO3)nnc1C(C)C	-4.4	-4.3	-1.5	0.5	6.9	-1.9	-3.1	1.6	0.6	-3.8
Cc1cccc2sc(NC(=O)CN3C(=O)NC4(CCCC4)C3=O)nc12	2.5	3.8	-1.6	-0.3	4.0	2.0	-5.4	5.8	-1.4	-4.0
CC(C)CC(NC(=O)C(CO)NC(=O)C1CCC(=O)N1)C(N)=O (stereo not drawn)	2.1	5.3	1.5	0.2	0.3	2.1	3.9	9.5	-1.2	0.8
O=C(N/N=C/c1ccco1)c1cc(C2CC2)nc2ccccc12	-0.7	6.1	10.4	0.0	-0.1	1.6	-6.9	-7.2	12.7	8.7
COCCNC(=O)C1(C)CCN(C(=O)c2cc(C)nn2C(C)(C)C)C1 (stereo not drawn)	1.9	-8.3	3.5	0.8	1.5	6.2	1.2	6.9	9.1	6.5
COc1cc2c(cc1OC)CN(C(=O)c1ccc3[nH]c(C)c(C)c3c1)CC2	-56.0	3.5	-5.6	-0.8	-9.5	-4.0	-70.3	-2.9	-8.0	-22.5
Cc1ccc(CSc2nnc(-c3ccc4c(c3)OCO4)o2)cc1	0.3	0.7	0.9	0.0	-3.0	1.6	2.6	9.6	3.9	0.4
O=C(C1CCCN(S(=O)(=O)c2cc(Cl)ccc2Cl)C1)N1CCCCCC1 (stereo not drawn)	2.2	1.4	-0.2	0.4	-2.1	2.7	-2.3	1.2	2.7	-2.1
O=C(CC1Oc2ccccc2NC1=O)NC1CCCC1 (stereo not drawn)	0.0	1.1	-1.3	-0.2	2.6	7.5	-2.8	2.4	6.0	8.3
Cc1ccc(C23CC4CC(CC(C(=O)NCC(=O)O)(C4)C2)C3)cc1	9.9*	1.5	3.2	0.3	3.9	-7.6	-1.2	-0.6	-5.0	8.5
COc1ccc(NC(=O)COC(=O)CN2C(=O)C3CC=CCC3C2=O)c([N+](=O)[O-])c1 (stereo not drawn)	-1.8	8.1	-0.7	0.1	-2.5	-1.7	-7.0	2.4	2.5	9.3
CCCC(C)n1[nH]c(=O)cc1N (stereo not drawn)	-0.9	-2.7	-3.2	-0.4	5.2	0.1	1.1	5.4	1.1	-4.5
c1cn2cc(CN3CCOCC3)nc2s1	-1.6	0.5	-0.4	-0.5	-1.3	0.4	2.5	9.4	2.7	0.8
O=C(COC(=O)c1ccco1)Nc1ccc(Br)cc1	1.9	-2.7	3.0	-0.3	-2.4	4.2	0.8	8.6	1.1	-3.4
CCn1c(-c2nn(C)cc2Cl)n[nH]c1=S	0.0	-11.9	1.4	-0.7	4.3	2.8	1.2	3.1	1.2	18.5
CN1CCN(S(=O)(=O)c2ccc(NC(=O)c3ccc(F)cc3Cl)cc2)CC1	-4.2	5.7	-3.0	0.1	-6.0	0.1	-5.9	-6.8	-11.1	-4.5
COc1ccccc1NC(=S)NCc1ccccc1Cl	1.7	10.1	-1.8	0.6	4.1	0.3	-5.2	1.5	-0.1	5.3
CCCS(=O)(=O)N1CCCC(C(=O)N2CCC(Cc3ccccc3)CC2)C1 (stereo not drawn)	-0.6	1.6	1.0	-0.4	-0.1	7.6	2.6	4.4	-2.8	-6.4
COc1ccccc1N1CCN(S(=O)(=O)CCNC(=O)C2CC(=O)N(c3ccccc3)C2)CC1 (stereo not drawn)	1.2	-0.2	3.4	0.4	4.5	3.5	-9.6	-3.1	2.8	-2.1
Cc1ccnc(NS(=O)(=O)c2ccc(N3C(=O)c4c(Cl)c(Cl)c(Cl)c(Cl)c4C3=O)cc2)n1	-2.9	3.2	20.0	0.5	-4.2	4.4	-2.1	1.1	-1.6	9.8
O=C(N/N=C/c1ccc([N+](=O)[O-])o1)C1CCCC1	-4.9	-0.9	-3.9	0.9	-8.8	-1.2	-17.2	5.3	-4.3	1.1
CC(=O)c1nc2ccccc2n1CCc1ccccc1	-40.1	-1.8	1.4	0.2	1.7	-0.9	-76.3	-11.5	4.8	5.8
COc1ccccc1-c1cnc(C(O)c2cccc(F)c2)[nH]1 (stereo not drawn)	-2.5	10.2	-0.6	0.3	-3.7	-6.5	-4.6	3.4	-8.3	-6.2
Cc1ccc(C)c(OCC(O)CN2CCCCC2C)c1 (stereo not drawn)	6.1	-2.0	-1.2	-0.3	-10.4	8.3	5.8	5.1	-2.6	6.3
CCCn1nc(NC(=O)COC)c2cc3cccc(C)c3nc21	-347.3	8.9	-3.0	6.8	-6.0	-0.7	-499.1	7.3	-4.2	2.4
N#Cc1cccc(NC(=O)COC(=O)c2cc(S(=O)(=O)Nc3ccccc3Cl)ccc2O)c1	-6.2	-6.9	-1.3	-0.2	-15.7	-3.3	-14.6	0.0	0.7	-24.7
O=C(COc1ccccc1)OC(C(=O)c1ccccc1)c1ccccc1 (stereo not drawn)	-0.1	-9.9	19.6	0.1	1.4	1.4	5.3	-26.9	-4.8	-7.7
Cc1ccc(N2CCN(C(=O)CNS(=O)(=O)c3ccc(Br)s3)CC2C)cc1 (stereo not drawn)	8.3	6.5	1.0	0.1	2.1	2.8	2.4	1.9	-2.5	-13.4
CC(C)(C)Cc1nnc(NC(=O)CN2C(=O)c3ccccc3C2=O)s1	0.2	-7.6	1.9	0.3	0.1	5.4	0.3	-10.6	-9.2	-3.1
Cc1nnc(SCCN2CCOCC2)c2nn(-c3ccccc3F)c(C)c12	-0.6	-3.8	-3.9	-0.3	2.3	0.7	-0.5	1.2	5.3	9.8
CCOC(=O)c1cccc(NC(=O)N2CCOCC2)c1	3.6	0.7	1.5	0.0	9.0	-4.6	-0.5	-14.9	7.4	6.0
O=C(Nc1ccccc1)Nc1nnc(-c2ccccc2)o1	0.4	-12.8	-1.2	-0.5	2.6	-9.5	2.5	-3.6	-4.2	-5.9
CCCNC(=O)c1n[nH]c(=O)c2ccccc12	2.1	14.4	2.1	-0.3	9.4	-4.0	2.5	7.4	3.2	0.1
COc1ccc(N2CC(C(=O)N3CCN(S(=O)(=O)c4ccc(F)c(F)c4)CC3)CC2=O)c(OC)c1 (stereo not drawn)	0.0	11.0	-0.7	0.5	3.7	-0.6	-5.9	-6.5	0.5	-4.5
COCCNC(=O)C1(C)CCN(C(=O)c2cc(C)n(C(C)(C)C)n2)C1 (stereo not drawn)	-0.9	-8.7	-1.4	-0.7	0.0	-3.5	1.0	-21.7	0.4	-2.0
CCCCn1nc(C(=O)Nc2ccc(S(=O)(=O)Nc3ncccn3)cc2)c2ccccc2c1=O	-1.6	-1.3	6.7	0.1	-0.5	-7.4	-2.7	-1.2	1.6	4.5
CC(=O)COc1ccc2c3c(c(=O)oc2c1)CCCC3	-40.3	11.8	-5.2	-0.2	1.9	-0.4	-55.9	10.9	-8.2	-13.9
Cc1cc(Cl)ccc1OCC(=O)NCCCCc1ccccc1	-1.7	-18.3	2.7	0.5	1.5	-2.8	-2.0	-0.5	5.1	3.6
O=C(CCCc1cccs1)Nc1nccs1	1.5	9.1	-0.6	1.0	0.7	-0.2	-1.3	-7.0	-1.0	1.4
COc1ccc(CNC2CCC23CCC(c2ccccc2)CC3)cc1OC (stereo not drawn)	1.9	/	-1.4	/	-0.3	-6.3	2.2	/	3.7	-1.6
NC(=O)NC(=O)CSc1nc(-c2ccccc2)c(-c2ccccc2)n1CC1CCCO1 (stereo not drawn)	-0.1	-4.6	1.4	0.6	0.8	4.0	-0.1	8.2	2.0	-9.1
COc1ccc(CCNS(=O)(=O)c2cccc(C)c2)cc1OC	-0.3	10.2	-0.9	0.8	-3.8	-0.2	1.6	-4.0	5.6	-5.8
CC(C)(C)C1CCC(=NNC(=O)C2COc3ccccc3O2)CC1 (stereo not drawn)	3.1	2.3	-0.9	0.1	0.6	6.3	-3.9	9.5	-2.9	1.8
CC1(CCl)N([O-])C2=C(CCCC2)[N+]1=O (stereo not drawn)	-1.9	-7.7	-1.7	0.0	6.3	-4.0	-5.0	-12.3	2.3	-4.3
Cc1ccc(-c2cc(C(=O)N/N=C/c3c[nH]c4ccccc34)[nH]n2)cc1	-12.4	3.5	-3.0	-0.4	0.9	0.5	-14.1	-4.7	3.9	-12.0
O=c1ccc2cc(S(=O)(=O)N3CCN(c4ccc(Cl)cc4)CC3)ccc2o1	-2.5	9.7	1.4	0.1	2.4	1.2	-4.9	7.1	-3.6	0.7
CC(=O)Nc1ccc(S(=O)(=O)N2CCN(c3nc(C)cc(C)n3)CC2)cc1	1.9	-5.6	1.8	0.0	1.1	5.6	-5.7	-8.4	1.9	-2.3
COc1ccc(O)c(-c2c(-c3ccc(Cl)cc3)n[nH]c2C)c1	-1.7	4.9	-0.7	-0.4	13.1	-0.5	-0.3	-6.0	6.2	-17.0

Three of the entries above in order of the PLCb3 inh value, largest number first.
Molecule	PLCg1 inh	ARFGAP1 inhibitor	KLK7 zymogen act	Tn6 DDE FP	Rev-erbA mod	PLCb3 inh	ASAP1 GAP inh	DDE Tn7 FP inh	HGIII-sPLA2 inh
CCCNC(=O)c1n[nH]c(=O)c2ccccc12	2.1	14.4	-0.3	9.4	-4.0	2.5	7.4	3.2	0.1
Cc1cccc2sc(NC(=O)CN3C(=O)NC4(CCCC4)C3=O)nc12	2.5	3.8	-0.3	4.0	2.0	-5.4	5.8	-1.4	-4.0
COc1ccc(NC(=O)COC(=O)CN2C(=O)C3CC=CCC3C2=O)c([N+](=O)[O-])c1 (stereo not drawn)	-1.8	8.1	0.1	-2.5	-1.7	-7.0	2.4	2.5	9.3
